# HIV peptide binding: inhibitors of HIV fusion peptide binding, primary screen, biochemical, uHTS, fluorescence dequenching (AID 1986); 290,000 compounds, 0.3% hits; one-dose inhibition, % at 20 µM; IC50 in µM for titrated hits; cell-free peptide binding, fluorescence dequenching, 30 min; higher % means a stronger effect; in the data active = inhibition mostly above about 52%, no sharp cut-off; inactive = mostly below about 76%; also: some results filed as inactive read as strong as hits
# PhoP inhibition: inhibitors of PhoP regulon expression, primary screen, Salmonella Typhimurium, GFP reporter (AID 1863) | S. Typhimurium PhoP-regulated promoter GFP reporter, 4 h; higher % means a stronger effect | inhibition, % at 50 µM; hits with a dose series show IC50 in µM | 300,000 compounds, 0.16% hits;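 active = inhibition over 29.93%, a cutoff 3 SD above the screen mean, later confirmed by dose response; inconclusive = inhibition over 29.93% but no dose response follow-up; inactive = inhibition at most 29.93% or unconfirmed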;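 also: 0% = low Mg2+ inducing control and 100% = high Mg2+ repressing control; strong numbers were not always called active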
# GPR35 antagonists: GPR35 antagonists blocking zaprinast-driven arrestin recruitment, primary screen, imaging, U2OS, beta-arrestin-GFP, zaprinast agonist (AID 2058) | one-dose inhibition, % at 10 µM; IC50 in µM for titrated hits | U2OS GPR35 beta-arrestin-GFP translocation imaging, zaprinast antagonism; higher % means a stronger effect | 290,000 compounds, 0.052% hits;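 active = inhibition of at least 50% with at least 30 cells and total cytoplasm GFP at most 10,000,000; inconclusive = under 30 cells or total GFP of 10,000,000 plus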
# UTI89 phage lysis: inhibition of K1F phage lysis, E. coli UTI89, bacterial capsule biogenesis inhibitors, alamar blue (AID 488966) | E. coli UTI89 K1F phage lysis, alamar blue, 2 h; higher % means a stronger effect | inhibition, % at 100 µM, or IC50 in µM where a hit was titrated | 340,000 compounds, 0.02% hits;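 active = phage lysis inhibition, versus mean bacterial control, above a set limit; inconclusive = no clear call, values can overlap the other calls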;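 also: capsule biogenesis inhibitors block K1F phage lysis so surviving cells raise fluorescence; higher fluorescence means more inhibition of phage lysis; actives were called in the ten point dose series up to 300 µM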
# GPR55 LPI antagonism: GPR55 antagonists blocking LPI-driven arrestin recruitment, primary screen, imaging, U2OS, beta-arrestin-GFP, LPI agonist (AID 2013); G-protein coupled receptor 55 (Homo sapiens); U2OS GPR55 beta-arrestin-GFP translocation imaging, LPI antagonism; higher % means a stronger effect; inhibition, % at 10 µM, or IC50 in µM where a hit was titrated; 290,000 compounds, 0.13% hits;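 active = spots per cell inhibited over 60%, with over 100 cells counted and total cytoplasm intensity under 500,000; inconclusive = wells with under 100 cells, flagged as likely toxic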;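 also: U2OS cells stably carrying GPR55 and arrestin-GFP stimulated by 5 µM LPI near EC80; imaged beta-arrestin-GFP aggregate spots per cell after agonist stimulation; plate controls were LPI-stimulated DMSO wells for no effect and DMSO wells without LPI for full effect; some results filed as inactive read as strong as hits; confirmed hits need IC50 under 10 µM and bright autofluorescent wells are also inconclusive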
# NS5 inhibitors: Dengue-2 NS5 methyltransferase inhibitors, primary screen, biochemical, confirmation dose response (AID 588689). Genome polyprotein (Dengue virus type 2 (strain 16681-PDK53)). Dengue-2 NS5 methyltransferase capping enzyme assay, biochemical; higher % means a stronger effect. inhibition, % at 25 µM, or IC50 in µM where a hit was titrated. 340,000 compounds, 0.3% hits; in the data active = a potency from the dose series; inconclusive = inhibition above about 29% without an active follow-up result
# MgcRacGAP inhibition: MgcRacGAP GTPase-activating activity inhibitors, confirmation, biochemical, ADP Hunter fluorescence. Rac GTPase-activating protein 1 (Homo sapiens). MgcRacGAP-stimulated Rac1 GTP hydrolysis, ADP Hunter fluorescence; higher % means a stronger effect; GST-tagged Rac1 F28L mutant substrate. inhibition, % at 30 µM, or IC50 in µM where a hit was titrated. 340,000 compounds, 0.6% hits. AID 624330, 2012;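 active = first-screen hits whose inhibition reached a set limit at any dose in the follow-up dose series; inconclusive = inhibition above the set first-screen limit but never retested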;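 also: fluorescence reports GDP produced by GAP-driven GTP hydrolysis; strong numbers were not always called active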
# RSV CPE inhibition: RSV antiviral activity via CPE protection, HEp-2 cells, primary 10 µM value included (AID 2391); HEp-2 cells, RSV-induced CPE inhibition; higher % means a stronger effect; CPE inhibition, % at 10 µM; hits with a dose series show IC50 in µM; 310,000 compounds, 0.13% hits; in the data active = a potency from the dose series; inconclusive = CPE inhibition mostly from about 23% at the one dose, without a potency; inactive = the rest, 99 in 100 with CPE inhibition below about 21%; also: strong numbers were not always called active
# Large T inhibition: SV40 large T antigen inhibitors, biochemical (AID 1903); SV40 large T antigen ATPase/helicase inhibition assay; higher % means a stronger effect; inhibition, % at 20 µM, or IC50 in µM where a hit was titrated; 310,000 compounds, 0.39% hits; in the data active = a potency from the dose series; inconclusive = inhibition mostly from about 32% at the one dose, without a potency; inactive = the rest, 99 in 100 with inhibition below about 32%; also: strong numbers were not always called active
# NS5 inhibitors pilot replicate: recorded beside NS5 inhibitors, whose call it bears; inhibition, %; measured here: pilot screen replicate inhibition
# * = called active by the depositor; ? = inconclusive; / = not tested or not shown; [ ] = remark or other dose.
SMILES,HIV peptide binding,PhoP inhibition,GPR35 antagonists,UTI89 phage lysis,GPR55 LPI antagonism,NS5 inhibitors,MgcRacGAP inhibition,RSV CPE inhibition,Large T inhibition,others
O=C(c1ccc(S(=O)(=O)Nc2ccccc2)cc1)N1CCCC1,/,-6%,/,1.8%[50 µM],/,-1%,10%,0.4%,7%,
O=S1(=O)CC/C(=N\Nc2ccc(F)cc2)c2ccsc21,-2.4%,-1%,2%,1.5%,3%,-6%,5%,-2.1%,8%,
CSC(=NC#N)N1CCN(c2ccccc2)CC1,-1.3%,14%,2%,0.7%,1%,-6%,3%,0.9%,0%,NS5 inhibitors pilot replicate=2.3
CC1CN(CC(=O)NC(C)c2ccccc2)CC(C)O1 (centres undefined),-0.7%,-4%,-1%,0.2%,2%,-1%,10%,1.6%,11%,NS5 inhibitors pilot replicate=0.9
O=C(CCN1C(=O)/C(=C/c2ccc(F)cc2)SC1=S)NCCc1cnc[nH]1,0.3%,-19%,-6%,3.6%,9%,-4%,5%,4.7%,19%,
O=C(Nc1cccc2ccccc12)c1cccc(F)c1,0.6%,-10%,11%,0.3%[50 µM],-2%,-4%,12%,1.5%,4%,
Cc1ccc(NC(=O)CN(C)C(=O)COC(=O)C(C)(C)Oc2ccc(Cl)cc2)cc1,2.7%,0%,2%,-0.4%,12%,-3%,1%,2.1%,24%,
CC1(C)CC(=O)C=C(Nc2ccc(C(=O)O)cc2)C1,1.7%,0%,6%,1.6%,-22%,-9%,5%,2.4%,4%,
CCCCn1c(=NC(C)=O)c(C#N)cc2c(=O)n3cccc(C)c3nc21,/,/,/,0.3%,/,5%,9%,2.4%,20%,
O=C1CC(NC(=O)c2ccc(Cl)cc2)C(=O)N1 (centres undefined),1.6%,-4%,-11%,0.2%,8%,2%,4%,0.6%,3%,
O=C(CNc1ccc2c(c1)OCO2)N/N=C\c1cn(Cc2ccccc2)c2ccccc12,12%,0%,-10%,0.0%,12%,3%,10%,2.4%,4%,
CCc1ccc(-c2ccc3nnc(SCC(=O)NCC4CCCO4)n3n2)cc1 (centres undefined),/,4%,/,-0.2%[50 µM],/,-9%,2%,-0.2%,12%,
Cc1ccc(SCc2nc3ccccc3n2CC(=O)Nc2ccc(Cl)cc2)cc1,2.6%,-4%,5%,-0.1%,12%,1%,11%,4.6%,4%,
COc1cc(CCCN2C(=S)NC[C@@H]2CCCCN)cc(OC)c1OC,1.7%,-6%,3%,0.0%,1%,3%,4%,-1.4%,4%,
Cc1ccc(S(=O)(=O)N2CCN(c3ccc(C(=O)N4CCOCC4)cc3[N+](=O)[O-])CC2)cc1,2.5%,-10%,18%,2.3%[50 µM],8%,3%,3%,8.4%,3%,
COc1cccc2c(C)cc(N3CCCCCC3)nc12,1.8%,6%,-3%,0.0%,7%,3%,12%,3.1%,12%,
CCNC(=O)N(CCOC)CC1CCCN(C2Cc3ccccc3C2)C1 (centres undefined),0.1%,3%,5%,1.1%,3%,/,13%,0.3%,8%,
CCC(C)NC(=O)C1CCC(CNS(=O)(=O)c2ccccc2)CC1 (centres undefined),-0.4%,7%,-6%,0.2%,10%,-10%,-2%,1.0%,2%,
CCOC(=O)/C(C#N)=C/N1CCOCC1,-0.1%,-7%,0%,0.2%,-2%,-7%,10%,-0.6%,10%,
NS(=O)(=O)c1cccc(NC(=O)Nc2ccc(Cl)cc2)c1,2.5%,-1%,-7%,0.3%,-6%,-20%,0%,?,15%,
Nc1ccccc1Nc1cc(-c2ccccc2)nn1-c1cccc(Cl)c1,-0.8%,18%,-18%,-0.6%[50 µM],2%,-5%,13%,39%,14%,
O=[N+]([O-])c1ccccc1CSc1ccccn1,-2.3%,-4%,2%,/,8%,/,/,-0.3%,4%,
CC(Sc1nc(N)cc(=O)[nH]1)C(=O)NCC(=O)Nc1ccc(F)c(F)c1F (centres undefined),/,/,/,0.8%[50 µM],/,-8%,4%,1.0%,/,
CN=C(C)c1c(O)c2ccccc2oc1=O,-3.6%,-14%,13%,1.8%,-7%,-1%,4%,-1.6%,1%,
O=C(N/N=C/C=C/c1ccco1)/C(=C/c1ccccc1)NC(=O)c1ccccc1,24%,11%,3%,0.5%[50 µM],18%,-3%,4%,3.2%,16%,
CNc1nnc(-c2ccc(OC)cc2)s1,-0.9%,-9%,-3%,0.2%,-1%,-4%,7%,3.5%,9%,
CC(C)Sc1nnc(CNC(=O)C23CC4CC(CC(C4)C2)C3)n1Cc1ccccc1,-1.1%,-3%,7%,2.8%,-10%,-9%,14%,1.5%,7%,
Cc1cccc(N2C(=O)C3C4C=CC(C4)C3C2=O)c1 (centres undefined),2.4%,2%,7%,0.8%,5%,-9%,14%,0.3%,2%,
Cc1ccc(-n2ncc(C(=O)N3CCc4ccccc4C3)c2NC(=O)c2ccco2)cc1C,1.3%,-5%,9%,-0.4%,13%,-8%,2%,1.0%,11%,
COc1ccc(CNC(=O)c2nnn(Cc3ccc(OC)cc3)c2N)cc1,0.5%,-6%,-14%,-0.5%,-1%,3%,-4%,0.2%,0%,
COc1ccc(NC(=O)CN2CCN(CC(=O)Nc3ccc(OC)c(OC)c3)CC2)cc1,1.9%,-10%,4%,0.7%,5%,1%,11%,0.6%,9%,
O=C(CSc1ccc2nnc(-c3ccc(Cl)cc3)n2n1)N1CCCC1,3.3%,/,-13%,0.3%,18%,-2%,3%,1.1%,/,
Cn1nc(-c2ccc(Cl)cc2)c2cc(C(=O)N3CCN(C(=O)c4ccco4)CC3)sc21,1.2%,-5%,12%,-1.1%,-12%,1%,17%,1.4%,15%,
CC1(CC(=O)N/N=C/c2ccc(OCc3ccc(Cl)cc3Cl)cc2)OCCCO1,2.4%,8%,<0.5µM*,2.0%,-12%,-4%,1%,15%,7%,
CC(C)(C)OC(=O)N1CCC[C@H]1C(=O)O,-0.1%,-6%,7%,0.6%,12%,-12%,2%,-0.9%,1%,
CCOC(=O)C1C(=O)NC(SCC(N)=O)=C(C#N)C1c1ccccc1OCC (centres undefined),-2.2%,-28%,3%,0.2%,1%,?,8%,-0.7%,6%,
Cc1ccc(-c2cccc(C3CC=CC4C3C(=O)N(Cc3ccccc3)C4c3ccc4ccccc4c3)c2)cc1 (centres undefined),2.5%,-6%,7%,0.1%,13%,4%,6%,0.0%,11%,
Cc1ccc(CN2CCN(Cc3cnc(C)s3)CC2CCO)cc1 (centres undefined),-0.8%,15%,5%,-0.1%,-2%,1%,10%,-0.6%,-4%,
COc1ccc(CCNC(=O)c2ccc(N(C)S(=O)(=O)c3ccc(C)cc3)cc2)cc1,-2.0%,-4%,18%,0.2%,-4%,-10%,12%,39%,5%,
O=C(CCCSc1nnnn1-c1cccc2ccccc12)c1ccc(F)cc1,-1.3%,11%,-2%,3.6%,3%,-6%,12%,9.1%,-1%,
Cc1nn(-c2ccc(Cl)cc2)c2sc(C(=O)c3c(N)n(C)c(=O)n(C)c3=O)cc12,0.2%,-4%,24%,0.2%,0%,1%,8%,3.9%,4%,
O=C(O)CN1C(c2ccccc2O)Nc2ccc(Br)cc2C1c1ccccc1 (centres undefined),33%,3%,16%,/,0%,/,/,/,13%,
COc1cc(/C=N/NC(=O)CCC(=O)Nc2ccc(F)cc2)ccc1O,-2.8%,5%,3%,0.2%,-12%,-1%,36µM*,0.9%,23%,
O=C(CCSCCC(=O)NCc1ccc(F)cc1)NCc1ccc(F)cc1,3.9%,-3%,-3%,-0.7%,8%,-4%,3%,2.0%,3%,
CN(Cc1c(C(=O)N/N=C/c2cccc(Cl)c2)nnn1-c1nonc1N)c1ccccc1,0.7%,-4%,-4%,-0.2%,11%,-11%,-9%,4.0%,16%,
COc1cccc2c1C(=O)CC1C2CCC2CC(=O)CCC21C (centres undefined),/,/,/,-1.3%,/,-3%,-4%,-0.9%,3%,
Cn1c(=O)[nH]c(=O)c2c1nc(NN)n2CCOc1ccccc1,0.8%,14%,-10%,0.1%,0%,2%,/,0.8%,15%,
CCN1CCN(CCCNC(=O)CCC(=O)N2CCOc3ccc(Cl)cc32)CC1,0.5%,/,-1%,-1.4%,8%,-7%,-6%,1.0%,12%,
O=C(Nc1cc(S(=O)(=O)Nc2ccc(Cl)cc2)ccc1O)c1ccc(S(=O)(=O)N2CCCCCC2)cc1,-1.2%,-6%,-1%,0.4%,6%,-1%,19%,12%,-5%,
COc1ccc(NC(=O)CC(C)CC(=O)NCc2ccccc2)c(OC)c1 (centres undefined),0.4%,-1%,0%,0.4%,6%,5%,8%,1.4%,10%,NS5 inhibitors pilot replicate=-0.6
COc1cccc(OC)c1OCC(C)CNCC1CCCO1 (centres undefined),0.1%,-3%,5%,4.7%,8%,0%,14%,-0.6%,8%,
COc1ccccc1N1CCN(/N=C/c2c(C)nn(-c3ccccc3)c2C)CC1,-1.7%,1%,-11%,7.4%,12%,-4%,6%,3.2%,10%,
O=C(Nc1ccccc1N1CCCC1)c1ccccc1Cl,-1.0%,-1%,5%,0.3%,-6%,-5%,10%,3.5%,12%,
NNC(=O)c1ccc(Cn2cc(Cl)cn2)o1,0.4%,-6%,-2%,0.6%,-11%,3%,6%,-0.5%,6%,
CCN1CCN(C(=O)CCc2nc3ccccc3c(=O)[nH]2)CC1,-1.0%,7%,0%,-0.9%,5%,6%,10%,1.1%,2%,
CC(=O)c1cccc(N(C(=O)CNC(=O)c2ccco2)C(C(=O)NCC2CCCO2)c2ccccc2)c1 (centres undefined),1.5%,4%,1%,0.1%,12%,-10%,8%,0.7%,11%,
O=C(CN1CCN(CC(=O)Nc2ccccc2F)CC1)Nc1cccc(F)c1,0.7%,/,4%,0.2%,0%,-10%,-7%,/,/,
CN(CC(=O)Nc1ccc(F)cc1)C(=O)COC(=O)CN1C(=O)NC2(CCCC2)C1=O,-0.6%,5%,-3%,0.2%,1%,-4%,-1%,-0.5%,-7%,
CSc1nnc2c(n1)OC(C)=Nc1ccccc1-2,16%,0%,3%,-1.7%,-8%,6%,2%,1.8%,7%,

# Screens as filed in PubChem.
